# VP16 counter: VP16 counterscreen qHTS for inhibitors of ROR gamma transcriptional activity; 3.5% of 310,000 active; Potency, µM (series often up to 53.6 µM), for inactives: at the top dose activity, negative = inhibition, usual class: inhibitors; Drosophila S2 Gal4-VP16 UAS-luciferase, luminescence, 20 h;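 note: Gal4-VP16 expression switched on by copper sulfate through the metallothionein promoter; % is set by controls: 0 for no effect and ±100 for the full control effect; nearly all actives have a fitted effect of over 50% in size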
# MBNL1 CUG block: qHTS Assay for Inhibitors of MBNL1-poly(CUG) RNA binding | 0.036% of 280,000 active | Potency, µM (titrated, usually from 57.5 µM), inactives show at the top dose activity change, negative = inhibition, usual class: inhibitors | TR-FRET MBNL1-His/biotin-(CUG)12 binding, 665/545 ratio; active = well fitted inhibition curve with a large enough effect in the signal ratio, with a control signal flat, not every such curve was filed as active; inconclusive = small, poorly fitted or top-dose-only effect, or effect the other way, or a change in a side signal; inactive = no such curve, though single readings can be large or run the other way; the % refers to the signal ratio; note: % is set by controls: 0 for no effect and ±100 for the full control effect
#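 Compounds (final 92 nM to 58 uM) are added to His-tagged MBNL1 and biotin-(CUG)12, then terbium anti-His antibody and streptavidin-XL665 (5 nM final). After 60 min at room temperature, the 665/545 nm ratio is read.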
# NPC1 promoter act: qHTS Assay for NPC1 Promoter Activators. Huh7 NPC1 promoter luciferase reporter, 24 h. Potency, µM (highest dose often 9.22 µM), for the others: at the highest dose activation, hits mostly activators. 2.4% of 320,000 active. AID 485313, 2010;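 note: % of control where 0% means no effect; nearly all actives have a fitted effect of over 60% in size; reporter is driven by a mutant NPC1 promoter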
#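 Readout is luciferase luminescence, reflecting NPC1 promoter activation in stably transfected Huh7 cells after 24 h compound exposure at 37 °C in reduced-serum medium with 10% FBS.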
# BRCA1 expr act: qHTS Assay to Identify Small Molecule Activators of BRCA1 Expression; MCF7-BRCA1-FFLuc reporter, luminescence, 48 h; response scale: scaled: vehicle 0%, 10 µM genistein 100%; Potency, µM (titrated, usually from 46.1 µM), inactives show top-dose activation, most hits filed as activators; 1.1% of 380,000 active; note: nearly all actives have a fitted effect of over 80% in size; some results filed as inactive show a strong effect at the top dose
#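 48 h compound treatment of MCF7-BRCA1-FFLuc cells (phenol-red free MEM, 37 °C), then 15 min with luciferase substrate and luminescence imaging.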
# ELG1 genotox: qHTS screen for small molecules that induce genotoxicity in human embryonic kidney (HEK293T) cells expressing luciferase-tagged ELG1; HEK293T ELG1-luciferase reporter, luminescence, 16 h; Potency, µM (series often up to 46 µM), for inactives: top-dose activity change, positive = activation, hits mostly activators; 1.3% of 330,000 active; note: % of control where 0% means no effect; nearly all actives have a fitted effect of over 60% in size
#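 DMSO vehicle served as control against compound-treated ELG1-luciferase HEK293T cells; exposure lasted 16 hr at 37 °C and 5% CO2, followed by ONE-Glo luminescence detection after 30 min.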
# RORgamma inh: qHTS for inhibitors of ROR gamma transcriptional activity | AID 2551, 2010 | 5.4% of 310,000 active | Potency, µM (highest dose often 53.6 µM), without a hit: at the top dose activity change, negative = inhibition, usual class: inhibitors | Nuclear receptor ROR-gamma (Mus musculus), P51450 | Drosophila S2 Gal4-RORgamma UAS-luciferase reporter, 20 h; note: % is set by controls: 0 for no effect and ±100 for the full control effect; nearly all actives have a fitted effect of over 60% in size
# Target sequence (P51450 whole entry, looked up, the tested form may be a part): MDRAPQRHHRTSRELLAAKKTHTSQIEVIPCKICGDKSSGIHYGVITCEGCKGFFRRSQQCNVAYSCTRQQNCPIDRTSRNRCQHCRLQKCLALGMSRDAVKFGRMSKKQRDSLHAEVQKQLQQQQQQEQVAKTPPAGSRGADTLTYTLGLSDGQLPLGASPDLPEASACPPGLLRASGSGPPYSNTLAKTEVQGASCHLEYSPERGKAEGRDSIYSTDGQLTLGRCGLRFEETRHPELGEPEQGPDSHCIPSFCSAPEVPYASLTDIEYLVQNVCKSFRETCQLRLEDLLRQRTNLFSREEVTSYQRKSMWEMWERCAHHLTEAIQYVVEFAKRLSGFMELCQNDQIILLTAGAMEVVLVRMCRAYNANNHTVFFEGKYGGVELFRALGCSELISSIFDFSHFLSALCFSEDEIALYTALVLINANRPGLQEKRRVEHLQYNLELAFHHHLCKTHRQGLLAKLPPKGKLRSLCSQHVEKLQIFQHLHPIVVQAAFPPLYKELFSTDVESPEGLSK
#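 Luciferase reporter read in Schneider cells carrying Gal4-RORγ (mouse) and UAS-Photinus luciferase; cells given compound 1 h before 700 uM copper sulfate induction, then incubated 20 h at ambient temperature.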
# uPA surface inh: qHTS for Inhibitors of Cell Surface uPA Generation; cell surface uPA generation assay, qHTS; Potency, µM (doses to about 38.3 µM), without a hit: at the top dose activity change, negative = inhibition, usual class: inhibitors; 0.31% of 330,000 active; active = well fitted inhibition curve with a large enough effect; inconclusive = small, poorly fitted or top-dose-only effect; inactive = no such curve, though single readings can be large or run the other way; tested in mouse RAW 264.7 cells; note: % is set by controls: 0 for no effect and ±100 for the full control effect; nearly all actives have a fitted effect of over 55% in size
# Rab9 promoter act: qHTS Assay for Rab9 Promoter Activators; Potency, µM (series often up to 9.22 µM), without a hit: at the top dose activation, negative = inhibition, usual class: activators; 2.8% of 320,000 active; Huh7 Rab9 promoter-luciferase reporter, luminescence, 24 h; note: % of control where 0% means no effect; nearly all actives have a fitted effect of over 60% in size
#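 Quantitative HTS format; Huh7 Rab9-luciferase reporter cells (1500/well) receive compound 2 h post-plating, incubate 24 h at 37 °C, then get luciferase reagent for 10 min before luminescence reading.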
# CXXC DNA block: qHTS Fluorescence Polarization Assay for Inhibitors of MLL CXXC domain - DNA interaction | Histone-lysine N-methyltransferase 2A (Homo sapiens), Q03164 | Potency, µM (titrated, usually from 115 µM), inactives show at the top dose activity change, negative = inhibition, hits mostly inhibitors | 0.037% of 290,000 active | MLL-CXXC / FITC-HOXA9 DNA fluorescence polarization; active = well fitted inhibition curve with a large enough effect in the polarisation, with a control signal flat, not every such curve was filed as active; inconclusive = small, poorly fitted or top-dose-only effect, or effect the other way, or a change in a side signal; inactive = no such curve, though single readings can be large or run the other way; the % refers to the polarisation
#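 Fluorescence polarization: 7 uM MLL-CXXC (stock) preincubated 5 min with compounds, then 50 nM fluorescein-HOX-A9 DNA (stock) added; 30 min ambient. Buffer 50 mM Tris-HCl pH 7.5, 50 mM NaCl, 1 mM DTT, 0.05% BSA.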
# p53 reactivation: qHTS assay for re-activators of p53 using a Luc reporter | H1299 p53-A138V BP100-luciferase reporter, luminescence, 24 h | Potency, µM (series often up to 92.2 µM), inactives show at the highest dose activity change, positive = activation, usual class: activators | 0.063% of 320,000 active; note: % of control where 0% means no effect; nearly all actives have a fitted effect of over 45% in size
#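 p53-null H1299 cells stably carrying temperature-sensitive p53-A138V and a BP100-luciferase reporter were pinned with compounds (4-point, 1:5 series) and held 24 hrs at 37 deg C. Luminescence was read 10 min after detection reagent.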
# FLuc modulator: qHTS profiling assay for firefly luciferase inhibitor/activator using purifed enzyme and Km concentrations of substrates (counterscreen for miR-21 project); AID 588342, 2011; Luciferin 4-monooxygenase (Photinus pyralis), P08659; 6.9% of 360,000 active; Potency, µM (highest dose often 57.5 µM), without a hit: at the highest dose activity change, negative = inhibition, most hits filed as inhibitors; purified FLuc, Km substrates, luminescence inhibition;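 note: plate controls were vehicle for no effect and reference inhibitor for full effect; nearly all actives have a fitted effect of over 55% in size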
# Target sequence (P08659 whole entry, looked up): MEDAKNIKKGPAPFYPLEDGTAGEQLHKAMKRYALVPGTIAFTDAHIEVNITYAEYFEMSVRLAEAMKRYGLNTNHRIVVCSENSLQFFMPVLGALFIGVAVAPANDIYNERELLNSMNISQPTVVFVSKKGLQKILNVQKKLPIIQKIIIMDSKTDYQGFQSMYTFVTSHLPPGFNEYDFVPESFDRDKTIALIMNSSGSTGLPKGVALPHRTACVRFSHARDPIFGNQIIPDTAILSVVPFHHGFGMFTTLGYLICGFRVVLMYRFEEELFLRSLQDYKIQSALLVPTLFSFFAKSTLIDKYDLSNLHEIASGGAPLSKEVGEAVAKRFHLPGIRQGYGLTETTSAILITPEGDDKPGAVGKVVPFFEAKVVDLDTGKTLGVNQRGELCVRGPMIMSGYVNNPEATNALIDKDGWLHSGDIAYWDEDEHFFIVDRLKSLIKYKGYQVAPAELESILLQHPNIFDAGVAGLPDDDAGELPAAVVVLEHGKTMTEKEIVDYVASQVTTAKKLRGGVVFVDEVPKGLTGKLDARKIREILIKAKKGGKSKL
#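 Purified P. pyralis luciferase (10nM final) with 10uM D-luciferin and 10uM ATP (Km levels) in 50mM Tris acetate pH 7.5, 10mM Mg acetate, 0.01% Tween-20, 0.05% BSA; qHTS 6-point titration, ~60 µM downward; luminescence read.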
# * hit, by the source's call; u = inconclusive; x = not tested or not shown; & = joins results of further samples; [ ] = remark or other dose. Unless noted, calls come from the whole dose curve; as a rule, active = well fitted curve in the direction sought with a large enough effect; inconclusive = small, poorly fitted or top-dose-only effect, or another doubt; inactive = no such curve, though single readings can be large; an effect the other way counts as inactive or inconclusive. Potency is the fitted concentration of half-maximal effect. This is a subset; the hit share may differ from the screen's.
SMILES,VP16 counter,MBNL1 CUG block,NPC1 promoter act,BRCA1 expr act,ELG1 genotox,RORgamma inh,uPA surface inh,Rab9 promoter act,CXXC DNA block,p53 reactivation,FLuc modulator
CC1=C(C(N)=O)C(c2ccccn2)n2nc(SCc3ccccc3)nc2N1 (configuration not stated),-2%,-3%,-3%,-23%,-1%,14%,-3%,-3%,-1%,-6%,0%
COc1cc(/C=N\NC(=O)c2ccc(=O)[nH]n2)cc(OC)c1OC,9%,u,-1%,22%,-4%,-24%,4%,-6%,-9%,-3%,-2%
CC(CN1CCCCC1)OC(=O)/C=C/c1ccccc1 (configuration not stated),-9%,5%,1%,0%,3%,-9%,-8%,6%,-12%,7%,-10%
Cc1nc2scc(-c3cccs3)c2c(=O)n1N,6%,x,-2%,0%,2%,0%,-9%,-1%,8%,-12%,-2%
O=C(Nc1cc(C(F)(F)F)ccc1N1CCCC1)C1CCCO1 (configuration not stated),x,x,-1%,16%,1%,x,-8%,-2%,x,-6%,5%
COCCn1c(SCC(=O)N2CCOCC2)nnc1-c1ccco1,2%,2%,-1%,-11%,-1%,16%,0%,0%,1%,4%,1%
Cc1ccccc1OCCC(=O)OCC(=O)NCCNC(=O)COC(=O)CCOc1ccccc1C,x,x,1%,11%,5%,x,0%,4%,x,-15%,-4%
NC(=O)c1cc2cc(Br)ccc2oc1=NCc1ccccc1,11%,5%,8%,11%,8%,-19%,-5%,2%,5%,4%,-15%
Cc1ccc(-n2c(SCC(=O)Nc3ccc(Cl)cc3)nc(O)cc2=O)cc1,4%,-5%,-2%,11%,1%,15%,5%,1%,-7%,5%,0%
C#CCOCCOCCOCCNc1nc(N2CCN(C(=O)CCCCCCCCCCNC(=O)[C@H](CCCCN)n3cc(C)nn3)CC2)nc(N2CCN(C(=O)CCCCCCCCCCNC(=O)[C@H](CCCCN)n3cc(CCCC(=O)O)nn3)CC2)n1,x,x,0%,-3%,0%,x,6%,-7%,x,9%,4%
Cc1cc(C)nc(NS(=O)(=O)c2ccc(N/C=C\C(=O)c3ccc(Cl)cc3)cc2)n1,u,19%,0%,-2%,4%,-44%,0%,0%,-1%,1%,-11%
COC(=O)c1c(NC(=O)c2ccccc2N(C)S(=O)(=O)c2ccccc2)sc2c1CCCC2,-7%,10%,-20%,-63%,-2%,-20%,-13%,-22%,-2%,5%,1%
CCOC(=O)c1c(NC(=S)Nc2ccccc2)sc(C)c1C,u,38%[activator],-4%,-8%,0%,3.5µM*,6%,-4%,-2%,3%,-15%
O=C(c1ccccc1F)N1CCN(c2cccc(C(F)(F)F)c2)CC1,-1%,-11%,-4%,-41%,-3%,0%,x,-2%,-12%,6%,1%
COc1ccc(NC(=S)NCCc2c(C)[nH]c3ccc(OC)cc23)cc1,u,-18%,-6%,0%,-9%,5.6µM*,4%,1%,u,-2%,-3%
OCC[C@H]1C[C@H](O)[C@@H](O)[C@@]2(OCCCc3ccccc32)O1,x,x,-2%,20%,-6%,x,4%,3%,x,-3%,3%
O=C(O)c1c2c(nc3ccc(S(=O)(=O)N4CCC(C(=O)NCc5ccc(Cl)cc5)CC4)cc13)CCCC2,-3%,17%,2%,-3%,0%,3%,4%,-2%,2%,-9%,u
O=C(Nc1ncccc1Cl)c1ccccc1F,0%,-7%,1%,41%,6%,5%,-8%,15%,2%,u,u
CCOC(=O)C1(C)NC(c2ccccc2F)C2C(=O)N(c3cccc(C(C)=O)c3)C(=O)C21 (configuration not stated),-2%,5%,0%,27%,2%,0%,2%,2%,-2%,-1%,-1%
CCOC(=O)C(=NCCCN(C)C)NNc1ccc(Br)cc1,5%,x,0%,-20%,4%,-7%,-13%,-3%,u,-3%,-5%
O=C(NCC1CCCN(C(=O)CN2CCCCC2)C1)c1ccccc1Cl (configuration not stated),15%,-9%,5%,3%,3%,u,4%,10%,-16%,7%,-19%
O=C(NCC1(N2CCOCC2)CCCCC1)c1cccc(S(=O)(=O)N2CCc3ccccc3C2)c1,-11%,3%,-3%,-37%,-15%,0%,-2%,-9%,10%,1%,-4%
CCn1c(C(=O)N2CCCC(C(=O)NCCCc3ccccc3)C2)cc2sccc21 (configuration not stated),11µM*,0%,-2%,-55%,-10%,u,-7%,-2%,-3%,2%,-11%
COc1cc(C)c(Br)cc1S(=O)(=O)NCc1ccncc1,-20%,-6%,-20%,-15%,-3%,u,-2%,-24%,-2%,-8%,0%
Cc1nn(Cc2ccccc2)c(C)c1CNC(=O)[C@H](C)N=C1NS(=O)(=O)c2ccccc21,x,x,1%,6%,1%,x,17%,-5%,x,-2%,2%
COC(=O)c1cc(Cl)cc(Cl)c1OS(=O)(=O)N(C)C,0%,x,3%,2%,-4%,u,-4%,-1%,9%,-3%,-1%
CCCC(C1=C(O)CC(C)(C)CC1=O)C1C(=O)CC(C)(C)CC1=O (configuration not stated),3%,12%,-5%,-1%,4%,-14%,5%,0%,-28%,6%,3%
Cc1cc(C)c(S(=O)(=O)c2cccc(C)c2C)c(=O)[nH]1,0%,1%,-4%,1%,1%,1%,-4%,0%[1.84 µM],u,-5%,0%
CCN(CC)S(=O)(=O)c1ccc(NN=C2CCN(C)CC2)c([N+](=O)[O-])c1,0%,u,-8%,11%,-2%,-17%,-14%,-3%,-2%,-3%,-1%
CCOC(=O)CP(=O)(c1ccccc1)c1ccccc1,-3%,-1%,1%,0%,-1%,-30%,-3%,-6%,-6%,6%,11%
O=C(NCCNc1ccc(Cl)cc1[N+](=O)[O-])c1cccnc1,u,u,-3%,-13%,-7%,u,0%,0%,12%,-3%,-2%
COc1ccc(S(=O)(=O)N2CCCCCC2)cc1NC(=O)c1c2c(nc3ccccc13)CCN(Cc1ccccc1)C2,-14%,-5%,3%,-32%,-9%,33%,-6%,-1%,13%,-3%,-1%
CN(C)S(=O)(=O)n1cc(/C=C(\NC(=O)c2ccccc2Cl)C(=O)NCCCn2ccnc2)c2ccccc21,-7%,17%,-6%,-5%&-9%,-10%,0%,-4%,-5%,16%,25%,u
Cc1c(C(=O)NC(C)c2ccccn2)oc2c(Cl)cccc12 (configuration not stated),x,x,-1%,-45%,-1%,x,-4%,-1%,x,-3%,2%
COc1cc(OC)cc(C(=O)N[C@H](C(=O)OCC(=O)c2ccc(F)cc2)C(C)C)c1,2%,0%,-4%,-22%,1%,u,3%,2%,6%,1%,11µM*
O=C1C2CCCN2C(c2ccccc2F)N1c1cccc(Cl)c1 (configuration not stated),2%,-2%,0%,3%,1%,-17%,-11%,-1%,-5%,-3%,2%
CC1CCN(C(c2cc3cc4c(cc3[nH]c2=O)OCO4)c2nnnn2CC2CCCO2)CC1 (configuration not stated),6%,8%,-2%,8%,-2%,-8%,x,8%,1%,3%,1%
COc1ccc(Cl)c(NC(=O)C/C(C)=N/NC(=O)CCc2ccccc2)c1,1%,-2%,2%,-34%,0%,6%,1%,-5%,0%,-2%,1%
COc1ccc(-n2c(C)cc(C(=O)COc3ccc(C)nc3[N+](=O)[O-])c2C)cc1,u,16%,-4%,-61%,12%,u,10%,-1%,1%,u,-16%
CC(C)OC(=O)CSc1nc(N)c(C#N)cc1C#N,6%,2%,29%,-1%,u,34%,-1%,u,0%,1%,0%
O=C(CSc1nnc(-c2cccnc2)n1-c1ccccc1)NCc1ccc2c(c1)OCO2,-1%,-4%,4%,-2%,1%,24%,2%,8%,15%,-10%,0%
NS(=O)(=O)c1cccc(NC(=O)C(Cc2ccccc2)NC(=O)c2ccccc2)c1 (configuration not stated),28%,3%,2%,0%,u,22%,1%,3%,7%,0%,-7%
CCSC1=C(C#N)C(CC(C)C)C2=C(CCCC2=O)N1 (configuration not stated),7%,-1%,-8%,-19%,-2%,-23%,-2%,0%,2%,-3%,0%

# Bioassay records from PubChem BioAssay.
